Screening results as filed in PubChem.
Pol eta inh: qHTS for Inhibitors of Polymerase Eta; DNA polymerase eta (Homo sapiens), Q9Y253; recombinant Pol eta, fluorescent DNA replication assay; Potency, µM (titrated, usually from 114 µM), inactives show top-dose activity change, negative = inhibition, actives largely listed as inhibitors; 390,000 compounds, 1.2% hits; further: potency means the concentration at half of the fitted maximal effect; on the % scale 0 is the no-effect control and ±100 the full control effect
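Pol eta (10 nM) was preincubated with compounds for 15 min at room temperature, after which fluorescent replication substrate (50 nM final) was added to start the reaction. Fluorescence was read kinetically at 0 and 10 min.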
Pol beta inh: qHTS Assay for Inhibitors of DNA Polymerase Beta; Pol beta primer extension/strand displacement, fluorescence kinetic; Potency, µM (top dose mostly 114 µM), inactives show top-dose activity change, negative = inhibition, most hits filed as inhibitors; 340,000 compounds, 1.3% hits; further: potency means the concentration at half of the fitted maximal effect; on the % scale 0 is the no-effect control and ±100 the full control effect
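Reaction started by 50 nM substrate onto compound-treated Pol beta (10 nM, 15 min preincubation, room temperature); plates read at 0 min and 10 min. Normalized concentration-effect data fitted by four-parameter Hill equation.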
Apoferritin bind: qHTS Assay for Identification of Novel General Anesthetics | Ferritin light chain (Equus caballus), P02791 | apoferritin/1-aminoanthracene competitive binding, fluorescence | Potency, µM (titrated, usually from 77.5 µM), without a hit: at the top dose activity change, negative = displacement, hits mostly inhibitors | 350,000 compounds, 0.074% hits; further: potency means the concentration at half of the fitted maximal effect; on the % scale 0 is the no-effect control and ±100 the full control effect; nearly all actives have a fitted effect of over 20% in size
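10 uM apoferritin + 50% sat. 1-AMA, PBS; cpd 10 min RT; Ex380/Em535 endpoint; normalized to free probe vs complex; 4-param Hill fit; propofol titration as pos. ctrl.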
POLI inh: qHTS for Inhibitors of Polymerase Iota | Potency, µM (highest dose often 115 µM), without a hit: top-dose activity, negative = inhibition, actives largely listed as inhibitors | DNA polymerase iota (Homo sapiens), Q9UNA4 | Pol iota fluorescent replication assay, 10 min | 390,000 compounds, 1% hits | AID 588590, 2011; further: potency means the concentration at half of the fitted maximal effect
Target sequence (Q9UNA4 whole entry, looked up): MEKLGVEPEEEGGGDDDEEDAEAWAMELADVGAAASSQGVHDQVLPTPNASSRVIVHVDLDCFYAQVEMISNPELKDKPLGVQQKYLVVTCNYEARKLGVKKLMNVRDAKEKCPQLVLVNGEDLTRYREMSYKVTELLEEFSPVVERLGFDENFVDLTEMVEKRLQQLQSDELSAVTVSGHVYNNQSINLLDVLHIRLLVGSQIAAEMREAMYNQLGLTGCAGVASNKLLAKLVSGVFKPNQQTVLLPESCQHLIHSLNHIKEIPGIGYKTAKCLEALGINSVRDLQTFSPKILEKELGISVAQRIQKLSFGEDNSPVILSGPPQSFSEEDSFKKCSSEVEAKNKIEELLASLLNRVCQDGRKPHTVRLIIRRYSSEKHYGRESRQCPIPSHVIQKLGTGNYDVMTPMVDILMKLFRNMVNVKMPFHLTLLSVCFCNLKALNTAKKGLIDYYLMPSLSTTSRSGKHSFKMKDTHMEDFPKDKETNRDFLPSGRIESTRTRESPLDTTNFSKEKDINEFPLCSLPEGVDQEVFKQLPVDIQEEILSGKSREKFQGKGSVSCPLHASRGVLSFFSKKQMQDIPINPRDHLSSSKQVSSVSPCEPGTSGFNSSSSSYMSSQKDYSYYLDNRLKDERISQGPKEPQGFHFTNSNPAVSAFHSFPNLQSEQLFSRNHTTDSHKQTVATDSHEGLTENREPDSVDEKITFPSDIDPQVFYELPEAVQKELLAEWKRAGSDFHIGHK
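Fluorescent replication assay read twice, at 0 min and 10 min after adding 50 nM (final) substrate. Enzyme (10 nM) and compounds were first incubated 15 min at room temperature; enzyme-free buffer wells were negative controls.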
LDHA inh: qHTS assay for inhibitors of human lactate dehydrogenase | purified LDHA, NADH/diaphorase-resazurin fluorescence; hits give low values | activity change, % (values are at about 110 or 230 µM) | 480,000 compounds, 0.15% hits | AID 1347041, 2019; in the data active means activity change below about -30%; inconclusive means mostly about -25% to -30%;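 further: plate controls were DMSO wells for no effect and wells without enzyme for full effect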
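Human LDH5 (2 nM) was incubated with 0.06 mM NADH and 0.2 mM pyruvate for 5 min at room temperature in Tris pH 7.4. Remaining NADH was coupled through diaphorase/resazurin, and resorufin fluorescence was read at 0 and 20 min.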
POLK inh: qHTS for Inhibitors of Polymerase Kappa | DNA polymerase kappa (Homo sapiens), Q9UBT6 | purified Pol kappa, fluorescent DNA synthesis assay, 10 min | Potency, µM (series often up to 107 µM), for inactives: at the highest dose activity, negative = inhibition, hits mostly inhibitors | 400,000 compounds, 0.53% hits | AID 588579, 2011; further: potency means the concentration at half of the fitted maximal effect; on the % scale 0 is the no-effect control and ±100 the full control effect
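10 nM Pol kappa was preincubated with compounds for 15 min at room temperature. Reaction started with 50 nM (final) substrate. Fluorescence read kinetically at 0 and 10 min.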
GRP78 ERSR act: qHTS for Inducers of the Endoplasmic Reticulum Stress Response (ERSR) in Human Glioma: qHTS. 420,000 compounds, 0.02% hits. Potency, µM, without a hit: top-dose activation, usual class: activators. AID 602332, 2012. U87-MG GRP78 promoter luciferase reporter, 16 h; further: potency means the concentration at half of the fitted maximal effect; series mostly up to about 76 µM; % of control where 0% means no effect; nearly all actives have a fitted effect of over 35% in size
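ERSR induction read as luciferase luminescence (Bright-Glo, 10 min at room temperature) in stably transfected human U87-MG glioma cells exposed to compounds for 16 h, using GRP78 as sensor.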
BLM inh: qHTS Assay for Inhibitors of Bloom's syndrome helicase (BLM) | RecQ-like DNA helicase BLM (Homo sapiens), P54132 | recombinant BLM DNA unwinding, fluorescence dequenching | Potency, µM (series often up to 56.1 µM), for inactives: top-dose activity change, negative = inhibition, actives largely listed as inhibitors | 350,000 compounds, 0.2% hits | AID 2528, 2010;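 further: potency means the concentration at half of the fitted maximal effect; plate controls were vehicle for no effect and no enzyme for full effect; nearly all actives have a fitted effect of over 35% in size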
APE1 inh: qHTS Assay for Inhibitors of the Human Apurinic/apyrimidinic Endonuclease 1 (APE1); recombinant APE1, TAMRA/BHQ-2 abasic DNA cleavage fluorescence; 350,000 compounds, 0.35% hits; DNA repair nuclease/redox regulator APEX1 (Homo sapiens), P27695; Potency, µM (doses to about 65.8 µM), for the others: at the highest dose activity change, negative = inhibition, actives largely listed as inhibitors; AID 2517, 2012;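 further: potency means the concentration at half of the fitted maximal effect; plate controls were vehicle for no effect and reference inhibitor for full effect; nearly all actives have a fitted effect of over 55% in size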
Target sequence (P27695 whole entry, looked up): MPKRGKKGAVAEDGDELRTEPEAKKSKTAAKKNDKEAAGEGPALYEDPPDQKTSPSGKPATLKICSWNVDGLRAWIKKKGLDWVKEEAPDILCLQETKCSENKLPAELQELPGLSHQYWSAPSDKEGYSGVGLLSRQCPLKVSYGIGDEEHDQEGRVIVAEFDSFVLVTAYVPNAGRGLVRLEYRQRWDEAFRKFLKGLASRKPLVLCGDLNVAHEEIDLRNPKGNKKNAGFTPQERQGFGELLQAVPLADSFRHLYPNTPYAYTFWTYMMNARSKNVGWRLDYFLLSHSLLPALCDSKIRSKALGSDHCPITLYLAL
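Incision of a quenched TAMRA/BHQ-2 THF abasic-site duplex (50 nM) by 0.75 nM APE1, after 15 min compound preincubation, measured as fluorescence increase over three 60 s reads. Values normalized to buffer, DMSO and NSC13755 control wells.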
The depositor's hits bear a star; ? = inconclusive; nt = no result given; & = joins results of further samples; [ ] = another dose, or the depositor's remark. Unless noted, the call rests on the fitted dose curve; in most records, active means well fitted curve in the direction sought with a large enough effect; inconclusive means small, poorly fitted or top-dose-only effect, or another doubt; inactive means no such curve, though single readings can be large; an effect the other way counts as inactive or inconclusive. This is a subset (hit frequency here may not be typical).

SMILES	Pol eta inh	Pol beta inh	Apoferritin bind	POLI inh	LDHA inh	POLK inh	GRP78 ERSR act	BLM inh	APE1 inh
CCN(CC(=O)Nc1ccc(OC)cc1)C(=O)c1oc2c(Cl)cccc2c1C	-2%	nt	nt	18%	-10	-10%	0%	nt	-4%
COc1ccc(-c2nc(-c3ccccc3)no2)c(OC)c1	-1%	-2%	0%	34%[activator]	1	-9%	-12%	-8%	-9%
COc1cccc(Cn2nnc3c(=O)[nH]c(C4CCCN(C(=O)c5ccc(C)cc5)C4)nc32)c1 (centres undefined)	-7%	0%	-21%	22%	-2	-27%	-1%	-4%	nt
Cc1nc(/C(N)=N/OC(=O)c2c(-c3ccccc3Cl)noc2C)cs1	-18%	17%	-2%	-9%	-4	6%	4%	-2%	1%
COc1ccc(-c2cc(C(F)(F)F)nc(SCCC(=O)NCc3ccco3)n2)cc1	?	-15%	-21%	-5%	-1	-3%	-7%	-5%	-6%
O=C(O)C1C2C=CC3(CN(Cc4ccncc4)C(=O)C13)O2 (centres undefined)	5%	31%	7%	9%	0	-15%	0%	5%	-1%
Cc1onc(-c2c(F)cccc2Cl)c1C(=O)ONC(=O)c1ccccc1	-11%	-5%	-3%	50%[activator]	-5	5%	5%	-1%	-3%
Cc1nc2ccn(Cc3ccco3)c(=O)c2cc1C(=O)N1CCN(c2ccc(F)cc2)CC1	-14%	1%	0%	3%	9	25%	-3%	0%	nt
CCn1c(=O)[nH]c2ccccc21	nt	nt	nt	nt	nt	-7%[19.4 µM]	1%	2%	-9%
CCCCn1c(SCC(=O)N2CCC(C)CC2)nc2ccsc2c1=O	-5%	4%	-20%	10%	-9	-22%	-1%	-7%	4%
CS(=O)(=O)N1N=C(c2ccco2)CC1c1ccccc1 (centres undefined)	-22%	-3%	-1%	18%	-2	11%	0%	-4%	0%
CC(=O)Nc1ccc(S(=O)(=O)N2CCN(c3ncccn3)CC2)cc1	-9%	33%	-9%	26%	-1	-5%	-5%	-2%	-13%
O=C(O)c1ccc(Cl)cc1NC(=O)C1CCCO1 (centres undefined)	-19%	13%	-6%	3%[58.9 µM]	-10	-5%	-3%	-7%	6%
COc1cccc(OCCNc2cc(N3CCCCC3)ccc2[N+](=O)[O-])c1	3%	10%	?	8%	1	-6%	2%	-6%	-6%
COc1ccccc1CCNC(=O)C(=O)NCC(c1ccco1)S(=O)(=O)c1ccccc1 (centres undefined)	-8%	0%	95%[activator]	-8%	-18	-2%[60.1 µM]	-7%	-1%	nt

Some of the entries above, reformatted:
compound: CCCCn1c(SCC(=O)N2CCC(C)CC2)nc2ccsc2c1=O
  Pol eta inh: -5%
  Pol beta inh: 4%
  Apoferritin bind: -20%
  POLI inh: 10%
  LDHA inh: -9
  POLK inh: -22%
  GRP78 ERSR act: -1%
  BLM inh: -7%
  APE1 inh: 4%

compound: Cc1onc(-c2c(F)cccc2Cl)c1C(=O)ONC(=O)c1ccccc1
  Pol eta inh: -11%
  Pol beta inh: -5%
  Apoferritin bind: -3%
  POLI inh: 50%[activator]
  LDHA inh: -5
  POLK inh: 5%
  GRP78 ERSR act: 5%
  BLM inh: -1%
  APE1 inh: -3%

Further structures.
SMILES	Pol eta inh	Pol beta inh	Apoferritin bind	POLI inh	LDHA inh	POLK inh	GRP78 ERSR act	BLM inh	APE1 inh
COCCn1c(SCC(=O)Nc2ccccc2)nnc1-c1ccoc1C	-7%	12%	-1%	86%[activator]	-8	-15%	-4%	-4%	29%
COc1ccc(S(=O)(=O)N(C)CC(=O)NC2CCCCC2)cc1OC	-4%	-2%	2%	3%	-2	-4%	-1%	2%	-1%
O=C(COc1ccc(Cl)cc1Cl)NCCC1=CCCCC1	-10%	12%	?	0%	2	-6%	-1%	-5%	-2%
C/C(=N/NC(=O)CNC(=O)c1cccnc1)c1ccccc1	-11%	-2%	-22%	1%	1	17%	-7%	-2%	27%
CCCCN1CC(C(=O)NC2CCCCC2)CC1=O (centres undefined)	-5%	21%	-5%	4%	-9	-3%	-2%	5%	1%
Cc1nn(C)c(Oc2cccc(Cl)c2)c1C(=O)O	-12%	7%	-2%	21%	-6	1%	-1%	1%	2%
COc1ccc(/C=C(\C#N)C(=O)N=CN(C)C)cc1	-15%	-1%	-1%	13%	5	4%	5%	-7%	1%
O=C(COc1ccc(Cl)cc1Cl)NN1C(=O)C2C3C=CC(C3)C2C1=O (centres undefined)	-2%	-20%	-15%	25%	-6	-11%	0%	-2%	-1%
COc1ccc(Cl)cc1NC(=O)Cn1ncc2c3ccccc3n(C)c2c1=O	-11%	2%	-4%	-7%	-9	-15%	-3%	-5%	nt
Cc1ccc(CNC(=O)CN2C(=O)COc3ccccc32)cc1	-3%	?	-12%	1%	3	0%[60.1 µM]	0%	0%	nt
O=C(CC1SC(=Nc2cccc3ccccc23)N(Cc2ccccn2)C1=O)Nc1ccccc1Br (centres undefined)	-11%	2%	-2%	0%	3	-6%	-7%	-11%	-2%
O=S(=O)(NC(=S)NC1CCCCC1)c1ccc(Cl)cc1	-11%	10%	-14%	?	-10	-19%	-1%	-1%	6%
COc1ccc(OC)c(NC(=O)CSc2nnc(Cn3nnc4ccccc43)n2C)c1	-7%	25%	-9%	14%	-1	-16%	-5%	2%	-4%
COc1ccc(C2COC(=O)C2=N)c(NC(=O)c2ccccc2)c1 (centres undefined)	?	8%	-8%	-6%	-4	1%	-5%	-3%	1%
O=C(CSc1n[nH]c(-c2ccccc2)n1)Nc1ncccn1	-19%	2%	-4%	56%[activator]	-4	-12%	8%	-3%	-4%
COc1cnc(-c2ccccn2)nc1Sc1cccc(Cl)c1	-11%	-1%	-18%	10%	-7	-24%	-1%	1%	-6%
CCc1nccn1S(=O)(=O)c1cccc([N+](=O)[O-])c1	-22%	-27%	-12%	12%	-9	10%	-3%	0%	0%
CC(C)(C)C(=O)Nc1ccc(-c2cn3cccnc3n2)cc1	-8%	17%	192%[activator]	-1%	-1	-12%	-5%	0%	38%
COC(=O)c1sc2cccc(F)c2c1S(=O)(=O)N1CCN(c2ccccc2OC)CC1	-23%	0%	-20%	18%	2	-3%	-2%	-7%	nt
Cc1occc1C(=O)Nc1cccc(C(=O)O)c1	-12%	-5%	-8%	?	-5	-2%	-4%	-5%	?
O=C(CSc1nc2nn(-c3ccccc3)c(=O)c-2c2n1CCCCC2)Nc1cccc(F)c1	-21%	nt	nt	-3%	-3	-3%	0%	nt	-1%
COc1cccc(NC(=O)CN(C)C(C)C(=O)N2CCCC2)c1 (centres undefined)	-10%	nt	nt	19%	-1	8%	1%	nt	-2%
COc1cccc(-c2cc(C(=O)N3CCCc4ccccc43)no2)c1	-14%	13%	-21%	-6%	8	-8%	5%	-7%	-4%
CCOC(=O)c1nnn(CC(=O)NC(=O)Nc2ccc(F)cc2)c1C(=O)OCC	-13%&-9%	-20%&1%	?	-26%&14%	-4&3	-4%&6%	-4%&-3%	0%&2%	-3%
Cc1ccc(C)c(N2CCN(C(=O)c3ccc4c(=O)n5c(nc4c3)CCCCC5)CC2)c1	-17%	-2%	?	20%	3	3%	-1%	-6%	32%
O=C(Nc1ccccc1F)Nc1cc(S(=O)(=O)N2CCOCC2)ccc1N1CCCC1	-15%	5%	-12%	133%[activator]	-7	-2%	4%	-2%	0%
CN(C)CCNC(=O)/C(=C/c1ccc(-c2ccc(Cl)cc2Cl)o1)NC(=O)c1ccccc1	-28%	-15%	0%	8%	-5	-10%	-14%	69%[activator]	4%
Cc1ccc(C(C)C)cc1OCC(=O)Nc1ccc(-n2cnnn2)cc1	-3%	nt	nt	34%[activator]	-4	-9%	-5%	nt	-6%
Cc1cc(NC(=O)c2ccc(C)c(C)c2)no1	-19%	-1%	-6%	7%	2	-4%	1%	-4%	-11%
O=C(NCCc1ccccc1)c1cccc(NC(=O)C2CCCC2)c1	-11%	nt	nt	21%	-1	7%	1%	nt	nt
Cc1cc(C#N)c(C)n1-c1cc(S(=O)(=O)N2CCOCC2)ccc1N1CCCC1	9%	1%	-15%	2%	-2	1%	-2%	-4%	4%
CCCc1ccc(-c2c(C)sc(N)c2C#N)cc1	-19%	-17%	35µM*	7%	2	-9%	2%	-20%	-8%
O=C(NCCCN1CCOCC1)c1ccc(Sc2cccc(Cl)c2)c([N+](=O)[O-])c1	-13%	-1%	-12%	7%	-15	-3%	-5%	-8%	2%
CCc1cc(C(=O)c2ccc(Br)cc2)c(NC(=O)CN(CC)CC)s1	-4%	-9%	-11%	6%	-4	-2%	-5%	-5%	14%
COC(=O)NCCOc1nc(N(C)C)nc(N(C)C)n1	-10%	26%	-8%	27%	-5	-2%	-1%	5%	-3%
O=C(O)c1ccc2c(=O)n(-c3ccc(F)c(Cl)c3)c(=S)[nH]c2c1	-12%	3%	5%	25%	-8	-17%	1%	0%	4%
OCCC1CN(Cc2cccn2-c2ncccn2)CCN1Cc1ccc(F)cc1 (centres undefined)	-10%	10%	-8%	-12%	-1	2%	-4%	-2%	0%
CCc1nc(SC)ncc1C(=O)NCc1cccc(Br)c1	-9%	2%	3%	16%	2	-6%	-4%	-1%	nt
COCCNc1nnnc2c1sc1nc(N3CCOCC3)c3c(c12)CC(C)(C)OC3	-17%	13%	-7%	156%[activator]	-9	-14%	-4%	3%	12%
Cc1cc(/C=N/NC(=O)c2cccs2)c(C)n1-c1ccccc1	-18%	-3%	49%[activator]	-5%	-3	-7%	-13%	-7%	-3%
CC1(C)Oc2ccc3ccc(=O)oc3c2/C(=C/O)C1=O	4%	87%	3%	110%[activator]	1	-18%	-3%	-2%	4%
